PV pol inh – inhibitors of poliovirus RNA polymerase binding and polymerization; AID 588519; P03300; poliovirus polymerase elongation, fluorescence polarization; hits give low values; % elongation, % (compound at 16.7 µg/mL); hit rate 0.66% among 150,000; in the data active means % elongation below about 90%; further: some results filed as inactive read as strong as hits
Target sequence (P03300 1749-2209 limits assumed): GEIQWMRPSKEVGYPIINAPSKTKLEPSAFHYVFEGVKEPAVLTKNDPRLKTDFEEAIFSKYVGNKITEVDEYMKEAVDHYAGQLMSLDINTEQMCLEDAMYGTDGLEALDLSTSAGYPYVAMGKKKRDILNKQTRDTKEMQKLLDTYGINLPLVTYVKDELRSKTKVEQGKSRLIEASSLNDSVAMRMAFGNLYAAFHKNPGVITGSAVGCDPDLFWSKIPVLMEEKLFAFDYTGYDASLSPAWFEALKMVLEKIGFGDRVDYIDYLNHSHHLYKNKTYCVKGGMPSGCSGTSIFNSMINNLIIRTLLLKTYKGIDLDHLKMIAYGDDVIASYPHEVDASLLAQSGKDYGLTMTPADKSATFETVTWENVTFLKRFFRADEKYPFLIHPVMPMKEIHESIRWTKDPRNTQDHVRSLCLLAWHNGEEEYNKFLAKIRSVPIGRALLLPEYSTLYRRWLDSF
PV pol inh FP z-score – second read-out of PV pol inh, no call of its own (marks repeat the call); z-score; measured here: FP z-score; hits read low
An asterisk follows results filed as active. These rows are one share of the data; count on the stated rates, not on these rows.

structure	PV pol inh	PV pol inh FP z-score
CCC(=O)N1CCc2cc(S(=O)(=O)NC(C(=O)NCc3ccc(OC)cc3)C(C)C)ccc21 (stereo not given)	102.0	-0.3
CCOC(=O)c1ccc(NC(=O)N2CCC(CN3CCCCCC3)CC2)cc1	105.0	1.3
Cc1ccc(C(=O)N2CCCCC2)cc1NC(=O)C1=CSCCO1	101.0	-0.3
CCN(CC)c1ccc(C=C2C(=O)N(C)C(=O)N(C)C2=O)o1	103.0	0.8
O=C(CN1C(=O)C2CC=CCC2C1=O)NCc1cccc(C(F)(F)F)c1 (stereo not given)	101.0	0.1
Cc1cccc(C(=O)Oc2ccc3oc(=O)sc3c2)c1	102.0	-0.1
Cc1ccc(-n2c(SCC(=O)NC(C)(C#N)C(C)C)nnc2-c2ccccc2)cc1C (stereo not given)	105.0	0.2
CS(=O)(=O)Nc1ccc(C(=O)CSc2nnc3n2CCCCC3)cc1	104.0	0
CC1(C)CC(=O)C(C=NCCN2CCNCC2)=C(O)C1	108.0	0.9
COc1ccc(-n2cc(C(=O)NC3CCCc4ccccc43)nn2)cc1 (stereo not given)	100.0	-0.8
CC(C)n1c(=O)[nH]c2cc(C(=O)Nc3nccs3)ccc21	101.0	-0.1
CCOC(=O)c1c(C)[nH]c(C)c1S(=O)(=O)N1CCC(C(=O)Nc2ccc(C)c(N(C)C)c2)CC1	107.0	0.1
C=CCn1c(SCC(=O)N2CCCCC2)nc2scc(-c3ccc(C)o3)c2c1=O	102.0	0.1
Cc1nn2c(=O)cc(COC(=O)c3ccc(NC(=O)CCc4ccccc4)cc3)nc2s1	100.0	-1.5
Cn1/c(=N/N=C\c2ccccc2)sc2ccccc21	102.0	0.3
C[N+]1(C)CCC[C@H]1C(=O)[O-]	101.0	0.2
Cc1sc2ncnc(SCCC(=O)O)c2c1C	98.0	-0.3
CCOC(=O)C1CCN(C(=O)CN2C(=O)C(CC)Oc3ccccc32)CC1 (stereo not given)	101.0	0.2
O=C(CSC1=Nc2ccccc2C2=NC(CC(=O)NC3CCCCC3)C(=O)N12)Nc1ccc(F)cc1 (stereo not given)	102.0	-1.2
COc1ccc(/C=C2\SC(=O)N(CCNC(=O)/C=C/c3ccco3)C2=O)cc1	106.0	0
O=C(NCc1ccc(F)cc1)c1ccc(CS(=O)Cc2ccc(Cl)cc2)o1 (stereo not given)	103.0	-0.7
CCOC(=O)c1c(-c2ccccc2)csc1NC(=O)c1cc(-c2ccc(C)c(F)c2)on1	111.0	0.8
CN1C(=O)C(CC(=O)O)c2ccccc21 (stereo not given)	98.0	-0.9
CCCC12CN(C(=O)CC)CC(CCC)(CN(C(=O)CC)C1)C2=O	102.0	0.2
CCOc1ccc(C(=O)c2cn(CC(=O)Nc3ccc(F)cc3)c3cc4c(cc3c2=O)OCO4)cc1	107.0	0
COC(=O)C1=C(C)NC2=C(C(=O)CC(c3ccc(N(C)C)cc3)C2)C1c1ccc(O)c(OC)c1 (stereo not given)	103.0	0.4
Cn1c(C(=O)N2CCC(C(=O)N3CCN(Cc4ccc5c(c4)OCO5)CC3)CC2)cc2sccc21	103.0	0.7
COc1ccccc1N1CCN(C(=O)CN2C(=O)COc3ccc(S(=O)(=O)N4CCC(C)CC4)cc32)CC1	102.0	-0.9
FC1(F)C2CC3CC(C2)CC1C3	97.0	-0.4
COC(=O)c1cc(Cc2ccc(N)c(C(=O)OC)c2)ccc1N	99.0	-0.5
Cn1ccnc1C(=O)c1ccc(Cl)c(S(=O)(=O)N2CCOCC2)c1	105.0	0.3
CN(Cc1ccccc1)Cc1csc2c1CCCC2	102.0	0
CC(C)(C)N/N=C/c1ccc(O)c(O)c1O	108.0	0.6
CC(Sc1nc2c(cnn2-c2ccc(Cl)cc2)c(=O)[nH]1)c1ccccc1 (stereo not given)	100.0	-0.2
CCN(CC)Cc1c(O)ccc2c1O/C(=C\c1ccc(C(=O)OC)cc1)C2=O	101.0	-0.2
Cc1ccc(CN2C(=O)CSc3ccc(NC(=O)NCc4ccccc4)cc32)cc1	103.0	-0.2
CC1Cc2ccccc2N1S(=O)(=O)c1ccc2[nH]c(=O)[nH]c2c1 (stereo not given)	99.0	-0.1
NNC(=O)Cc1nc(-c2ccccc2)cs1	102.0	0
CCC(NC(=O)Nc1ccccc1C(=O)O)(C(F)(F)F)C(F)(F)F	99.0	-0.2
Cc1cc(Nc2ccc(C)c(Cl)c2)n2nc(-c3ccccc3)nc2n1	107.0	0.1
O=C(NCc1ccco1)NCc1c(-c2cccs2)n(Cc2ccccc2)c2ccccc12	96.0	-2.9
Cc1occc1C(=O)N/N=C/c1ccc(F)c(Br)c1	98.0	-0.7
COc1ccccc1-c1cc(C(=O)Nc2c(C)nn(Cc3ccc(Cl)cc3)c2C)no1	104.0	0.1
Cn1ccnc1SCC(=O)NC(c1ccccc1)c1ccccc1	102.0	0
CN=C1SC(CC(=O)NCc2ccccc2)C(=O)N1/N=C/c1c(C)nn(Cc2ccccc2)c1C (stereo not given)	107.0	0.5
COc1ccccc1N1CCN(C(=O)c2cc(-c3ccc(C)c(F)c3)on2)CC1	106.0	-0.1
CC(C)c1ccc(NS(=O)(=O)c2ccc(-n3cccn3)cc2)cc1	99.0	-0.4
O=C(Nc1ccc(C(=O)OCc2cc(=O)n3nc(C4CC4)sc3n2)cc1)c1ccc(F)cc1	105.0	-0.4
CC(C)(C)C(=O)NCCc1csc2nc(-c3ccc(F)cc3)nn12	114.0	1.7
CCCCN(CC)c1nc(N)c(C#N)c(CC#N)c1C#N	143.0	3.4

Whole records from above.
Listed for COc1ccccc1N1CCN(C(=O)c2cc(-c3ccc(C)c(F)c3)on2)CC1 → PV pol inh: 106.0; PV pol inh FP z-score: -0.1
Listed for CN(Cc1ccccc1)Cc1csc2c1CCCC2 → PV pol inh: 102.0; PV pol inh FP z-score: 0

An excerpt of the results above, as a working copy:
structure	PV pol inh	PV pol inh FP z-score
COC(=O)C1=C(C)NC2=C(C(=O)CC(c3ccc(N(C)C)cc3)C2)C1c1ccc(O)c(OC)c1 (stereo not given)	103.0	0.4
Cn1c(C(=O)N2CCC(C(=O)N3CCN(Cc4ccc5c(c4)OCO5)CC3)CC2)cc2sccc21	103.0	0.7

Next section
structure	PV pol inh	PV pol inh FP z-score
CCOc1ccc(Sc2cc(C(=O)NCCc3ccc(OC)c(OC)c3)c3ccccc3n2)cc1	110.0	-0.1
Cc1c(-c2nnnn2-c2ccccc2)cnc2ccccc12	105.0	0.3
S=c1sc2ccccc2n1CN1CCN(c2ccccn2)CC1	99.0	-0.4
O=C(c1ccc2c(c1)N(Cc1ccc(F)cc1)C(=O)c1ccccc1S2(=O)=O)N1CCN(c2ccccn2)CC1	105.0	0
CC(NC(=O)OCC1c2ccccc2-c2ccccc21)C(=O)O (stereo not given)	101.0	0.1
Cn1cccc1CC(=O)N/N=C\c1ccccc1	105.0	0.7
CCC(C)[C@@H](C(=O)NCc1ccccc1C)N1Cc2ccccc2C1=O (stereo not given in full)	105.0	1.6
Cc1cc(NCn2ncc3ccccc3c2=O)ccc1Br	111.0	0.8
CCc1nn(CC(=O)NCc2ccco2)c(=O)c2cc3cc(F)ccc3n12	109.0	1
O=C1C[C@@H]2[C@@H](CO)[C@H](OC(=O)c3ccc(-c4ccccc4)cc3)C[C@@H]2O1	109.0	0.4
O=c1c(Cl)c(-n2cccn2)cnn1-c1ccc(Cl)cc1Cl	100.0	-0.3
CC12C=CC(CO)(O1)C1C(=O)N(c3ccc(Br)cc3)C(=O)C12 (stereo not given)	104.0	1.2
Cc1cc(=O)oc2cc(OCC(=O)C(C)(C)C)c(Cl)cc12	105.0	1
CC(C)(C)c1cc(O)cc(C(C)(C)C)c1	99.0	-1
CNC(=O)c1cc(Nc2nnc(-c3ccc(O)cc3)c3ccccc23)ccc1OC	107.0	-0.7
COc1cccc(Cn2c(=O)n(Cc3ccccc3)c(=O)c3cccnc32)c1	106.0	1.7
CCn1c(SCCOc2ccc(OC)cc2)nc2ccccc21	102.0	0
N#Cc1c(N)nc(SCC(=O)c2ccc3ccccc3c2)c(C#N)c1-c1cccc(F)c1	109.0	0.6
CC(C)Cn1c(N)c(C(=O)COC(=O)c2ccncc2)c(=O)n(C)c1=O	110.0	1.1
COC(=O)c1sc(-c2ccccc2)cc1NC(=O)c1cccc(F)c1	106.0	-0.1
CCC(C)(C)NS(=O)(=O)c1cc(-c2cc(C)no2)ccc1C	101.0	-1.2
CCC(=O)n1nc(-c2ccccc2)nc1NCc1ccco1	104.0	0.6
COc1ccc2[nH]cc(CCNC(=O)c3cnn(-c4ccc(C)cc4)c3C3CCN(C(=O)OC(C)(C)C)CC3)c2c1	109.0	0.3
COc1ccccc1-c1nc2c(c(SCC(=O)Nc3ccccc3F)n1)Cc1c(CO)cnc(C)c1O2	106.0	-0.1
CCOC(=O)N1CCc2c(sc3c2c(=O)n(Cc2ccccc2)c(=O)n3CC(=O)Nc2c(C)cccc2C)C1	101.0	-1.2

Next section
Values run as follows: PV pol inh, PV pol inh FP z-score
- COc1cc(N2CN=c3s/c(=C\C=C\c4ccccc4)c(=O)n3C2)cc(OC)c1OC
  103.0, 0.3
- CC(C)c1cc(N=NC(N)=O)cc(C(C)C)c1O
  100.0, -0.2
- O=C(O)C1=CC(c2ccccc2)n2nnnc2N1 (stereo not given)
  102.0, 0
- COc1cccc(C(c2sc3nc(-c4ccco4)nn3c2O)N2CCC3(CC2)OCCO3)c1 (stereo not given)
  108.0, 0.5
- Cc1cccc(NC(=O)C2CCN(S(=O)(=O)c3ccc4c(c3)CCCN4C(=O)C3CCC3)CC2)c1
  109.0, 0.4
- CC(O)(C#CCN1CCOCC1)c1ccccc1 (stereo not given)
  112.0, 0.8
- Cc1n[nH]c(C)c1-c1ccc(Cl)c(C(=O)O)c1
  103.0, 0.3
- O=C(COc1ccc(F)cc1)Nc1nnc(SCc2cc(=O)n3ccccc3n2)s1
  105.0, -0.2
- CC(C)CNC(=O)N1c2ccccc2Sc2ccccc21
  100.0, -0.3
- CC1Cc2cccc3c(O)cc(=O)n1c23 (stereo not given)
  102.0, 0.1
- O=c1c2[nH]cnc2n(-c2ccccc2)c(=O)n1Cc1ccccc1
  104.0, 0.8
- c1ccc(COc2ccccc2OCc2ccccc2)cc1
  107.0, 0.4
- Cc1ccc(Cn2c(=O)n(CCC(=O)N3CCc4ccccc4C3)c(=O)c3ccccc32)cc1
  104.0, 0.6
- CCc1ccccc1OCCSc1nc(-c2cccs2)nc2cc(=O)[nH]n12
  100.0, -1.3
- CN(CCO)Cc1cc(N2CCN(C(=O)c3ccco3)CC2)c2c3c(onc13)-c1ccccc1C2=O
  75.0, -4.3
- CCOC(=O)C1=C(C)NC2=C(C(=O)CC(c3ccco3)C2)C1c1cccs1 (stereo not given)
  101.0, 0.1
- CC(NC(=O)CSc1n[nH]c(-c2ccccc2Cl)n1)c1nc2ccccc2n1C (stereo not given)
  98.0, -2.3
- O=C1CN(Cc2ccccc2)C(=NCc2ccco2)S1
  101.0, -0.2
- COc1ccccc1N1CCN(c2nc3ccc(C)cc3n3nnnc23)CC1
  114.0, 1.3
- COc1ccc(C)cc1S(=O)(=O)NNc1nc(C)cc(C)n1
  101.0, -0.2
- NNc1ccn(C2OC(CO)C(O)C2O)c(=O)n1 (stereo not given)
  112.0, 1.1
- NC(=O)c1ccc(NC(=O)COC(=O)Cc2ccc(-c3ccccc3)cc2)cc1
  101.0, 0.1
- Clc1ncn(CCOc2ccccc2)c1Cl
  97.0, -2.4
- O=S(=O)(c1ccc2nsnc2c1)N1CCCCC1
  103.0, 0.5
- Cc1c(C(=O)N2CCc3ccccc32)sc2nc3n(c(=O)c12)CCC3
  101.0, -0.4
- COCCn1c(C)nc2c(c1=O)c1nc3ccccc3nc1n2-c1ccc(Cl)c(Cl)c1
  101.0, -0.2
- N#CCn1c(COC(=O)c2cccs2)nc2ccccc2c1=O
  108.0, 0.8
- Oc1ccccc1CN1CCCN(Cc2ccccc2O)C1
  103.0, 0.3
- CC(=O)Nc1ccc(-n2cc3c(c2-c2ccc(C)cc2)c(=O)n(C)c(=O)n3C)cc1
  102.0, -1.2
- CN(C)c1cc(N=C2CCCN2c2ccccc2)c2ccccc2n1
  103.0, 0.4
- CC(=O)N1CCc2cc(NC(=O)CSc3nnc4ccccn34)ccc21
  100.0, -0.3
- CCOC(=O)c1[nH]c2ccccc2c1NC(=O)c1ccc(Br)cc1
  105.0, 0.1
- COc1ccc(-c2nc3sc(CCNC(=O)c4cc(Cl)ccc4OC)c(C)n3n2)cc1
  101.0, -1.5
- Cc1cccc(C(=O)Nc2ccc(C(=O)OCc3cc(=O)n4nc(C5CC5)sc4n3)cc2)c1
  110.0, 0.8
- COc1ccc(-c2nnc(C3CCN(S(=O)(=O)c4ccc5nc(-c6ccccc6)[nH]c5c4)CC3)o2)cc1
  102.0, 0.3
- CCOc1ccc(C(=O)Nc2cc(-c3nc4cc(OC)ccc4o3)ccc2C)cc1[N+](=O)[O-]
  105.0, -0.1
- C/C(N)=C(/C#N)C(=O)CSc1nnc(COc2ccccc2Cl)o1
  105.0, 0.3
- CN(C)c1nc(C(C)(C)C)cc2c1C(=O)NC2=O
  99.0, -0.6
- Cc1ccc(C2C(C#N)=C(N)N(c3cccnc3)C3=C2C(=O)CCC3)s1 (stereo not given)
  99.0, -0.6
- Cn1c(=O)cc(N2CCCCC2)[nH]c1=O
  101.0, 0.5
- CC1(C(=O)NCC(=O)c2cccs2)Cc2ccccc2C(=O)O1 (stereo not given)
  102.0, 0.2
- O=C1CCC(C(=O)OCN2C(=O)c3ccccc3C2=O)=NN1
  101.0, -0.3
- CCN(CC)CC(=O)Nc1ccc(C)cc1Br
  100.0, -0.4
- CC1=C(C(=O)OC2CCCC2)C(c2ccccc2Cl)CC(=O)N1 (stereo not given)
  109.0, 0.9
- CCc1ccccc1N(C)C(=O)C1CCCN(c2ncnc3c2nc2n3CCCCC2)C1 (stereo not given)
  111.0, 1
- CCC(CC)(C(=O)O)C(=O)Nc1ccc(SC(F)F)cc1
  99.0, -0.2
- O=C1CCC(C(=O)OCc2nc3ccccc3s2)N1 (stereo not given)
  106.0, 0.4
